T cell HTS = modulates CD8 T cell binding to vesicles. 2C CD8+ T cell-vesicle binding, flow cytometry; stronger effect = lower value. calls only at 7 µM. 0.068% of 330,000 active. AID 2052;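 active = response, share of CD8 T cells binding vesicles, and their 90th percentile fluorescence all below set limits, cut at about 80% in these data, passing the limit was not always enough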
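material = purified 2C TCR transgenic mouse naive CD8+ T cells | controls = Unloaded micro-vesicles (low), QL9 vesicles with 0.7% DMSO (high) | detection = cytometric PE anti-B7-1 and Alexa647 anti-CD8 signals after 1% paraformaldehyde fixation | incubation = binding step 1.5 h, 37 °C, antibody labelling 20 min, ice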
M17LAP inhibition = P. falciparum M17LAP inhibitors, primary screen, biochemical, fluorogenic H-Leu-NHMec substrate, 1536-well (AID 1619) | recombinant M17LAP, H-Leu-NHMec fluorogenic kinetic assay; higher % means a stronger effect | inhibition, % at 30 µM; hits with a dose series show IC50 in µM | 0.38% of 220,000 active;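 active = compound inhibiting the enzyme by more than half at any dose during confirmatory dose-response retesting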;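 note: plate controls were full reaction with DMSO carrier for no effect and no enzyme background for full effect; strong numbers were not always called active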
WT yeast gro inh = growth inhibition of WT yeast, mitochondrial fusion screen. mitochondrial fusion phenotypic screen, WT strain. inhibition, % at 10 µM. 2.1% of 190,000 active. AID 1362; in the data active = inhibition above about 58%; tested in S. cerevisiae
Dynein cargo inh = dynein cargo transport inhibition; AID 1381; 3617.4 mouse cells, GR-EGFP nuclear translocation imaging; test concentration mostly 20 µM; stimulated with dexamethasone, 1 µM; stronger effect = lower value; 0.47% of 220,000 active; z-score, hits read low;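 active = plate z-score of nuclear minus cytoplasmic receptor signal below a set negative limit, without overly bright fluorescence or cell loss, cut at about -3.5 in these data, passing the limit was not always enough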;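 note: z-score of nuclear minus cytoplasmic ring GR-EGFP intensity difference per well; some compounds called inactive have numbers as strong as hits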
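medium = tetracycline-free induction medium containing charcoal-stripped FBS | also added = 1.0 µM final dexamethasone stimulus | schedule = 48 h induction, 1 h compound, 30 min dex at 37 °C | technique = fixed, Hoechst-stained cells imaged at 10x for EGFP | measure = GR-EGFP nuclear translocation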
b-catenin transl = alters nuclear translocation of beta-catenin in HeLa cells. 0.3% of 190,000 active. AID 1665. nuclear translocation activity, % at 5 µM. immunofluorescence imaging;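 active = nuclear translocation activity above 50% at 5 µM, with a well cell count of 50 or more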;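 note: per-cell ratio of nuclear to cytoplasmic median beta-catenin stain intensity; plate controls were DMSO negative control for no effect and GSK-3 inhibitor IX positive control for full effect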
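System: HeLa cells, endogenous beta-catenin; compound dosing: 5 µM primary single dose, 0.1% DMSO, 0.02–20 µM confirmation series; incubation: 24 h compound exposure at 37°C, 5% CO2; signal: beta-catenin immunofluorescence imaging with DAPI; evaluation: % activation, nuclear-to-cytoplasmic median beta-catenin signal ratio per cell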
P. falciparum M1AAP = P. falciparum M1AAP inhibitors, biochemical, fluorogenic H-Leu-NHMec substrate, 1536-well (AID 1445); recombinant M1AAP, H-Leu-NHMec fluorogenic kinetic assay; higher % means a stronger effect; inhibition, % at 30 µM, or IC50 in µM where a hit was titrated; 0.42% of 220,000 active;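 active = primary inhibition above the hit cutoff, then over 50% inhibition at one or more dose response concentrations, cut at about 23% in these data, passing the limit was not always enough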;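 note: plate controls were DMSO full reaction for no effect and no enzyme background for full effect; strong numbers were not always called active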
MT stabilize HCS = microtubule stabilizers in HeLa cells. HeLa tubulin immunostaining HCS, 24 h; share of cells brighter than vehicle mean+2SD. % tubulin-high responders, % at 10 µM. 0.83% of 200,000 active. AID 2205;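 active = plate Z-score above 3 for both tubulin-high and condensed-nucleus cell shares, with cell loss under 80%, at 10 µM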;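 note: anti alpha tubulin signal scored within the nucleus-defined area of each cell; some results filed as inactive read as strong as hits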
Yfh1-off respiration = enhancers of respiration in Yfh1-depleted yeast, dose response, Friedreich's ataxia, plus single-dose screen (AID 1465) | S. cerevisiae Yfh1-off respiration, WST-1 reduction, 72 h; higher fold induction means a stronger effect | fold induction at 50 µM; hits with a dose series show EC50 in µM | 0.074% of 220,000 active;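 active = fold induction of absorbance versus untreated yeast above a set limit, then at least 30% activation at any dose in follow-up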;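 note: activators that raise dye reduction in frataxin-depleted yeast; strong numbers were not always called active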
Autophagy mod = modulators of autophagy | MEF GFP-LC3 puncta imaging; test concentration mostly 10 µM | calls only at 10 µM (by protocol) | 0.98% of 190,000 active | AID 463193;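 active = percentage of spot-positive cells more than 3 SD above its plate mean, without a fluorescence outlier flag or 80% toxicity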;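 note: spot-positive cell cutoff set from DMSO-treated cells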
WT yeast gro inh mutant strain = also measured in WT yeast gro inh; calls as there; inhibition, %; mitochondrial fusion phenotypic screen, mutant strain inhibition
Dynein cargo inh cytoplasmic EGFP = also measured in Dynein cargo inh; calls as there; z-score; measured here: cytoplasmic GR-EGFP intensity; stronger effect = higher value
Dynein cargo inh nuclear GR-EGFP = further read-out of Dynein cargo inh, marked with its call; z-score; measured here: nuclear GR-EGFP intensity;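 lower value marks the stronger effect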
Dynein cargo inh cell count = second read-out of Dynein cargo inh, no call of its own (marks repeat the call); z-score; measured here: cell count per field
b-catenin transl cell count 5 µM = further read-out of b-catenin transl, marked with its call; cell count; measured here: cell count, cytotoxicity flag
T cell HTS vesicle-bound % = second read-out of T cell HTS, no call of its own (marks repeat the call); double positive events, %; measured here: CD8+ vesicle-bound cell fraction;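 binding gate set so that unloaded-vesicle control wells show 10% double positive cells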
MT stabilize HCS Hoechst-high % = second read-out of MT stabilize HCS, no call of its own (marks repeat the call); % Hoechst-high responders; measured here: nuclear condensation Hoechst responders;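 share of cells brighter than vehicle mean plus two SD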
MT stabilize HCS cytotoxicity % = recorded beside MT stabilize HCS, whose call it bears; toxicity, %; measured here: cytotoxicity by cell density;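 0% = mean cell density of plate MIN control wells and 100% = no cells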
Autophagy mod cell loss 18 h = further read-out of Autophagy mod, marked with its call; toxicity, %; measured here: cell loss, nuclei count;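 cell loss after 18 h compound exposure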
Numbers without * were called inactive; i = inactive; . = not tested or not shown.

Structure,T cell HTS,T cell HTS vesicle-bound %,M17LAP inhibition,WT yeast gro inh,WT yeast gro inh mutant strain,Dynein cargo inh,Dynein cargo inh cytoplasmic EGFP,Dynein cargo inh nuclear GR-EGFP,Dynein cargo inh cell count,b-catenin transl,b-catenin transl cell count 5 µM,P. falciparum M1AAP,MT stabilize HCS,MT stabilize HCS Hoechst-high %,MT stabilize HCS cytotoxicity %,Yfh1-off respiration,Autophagy mod,Autophagy mod cell loss 18 h
CCN(CC)S(=O)(=O)c1ccc(C(=O)Nc2ccc3c(c2)OCCO3)cc1,i,11,3%,-5,8,0.41,-0.03,1.1,-0.13,.,.,4%,2.6,2.4,4.7,i,i,-4
O=c1c2ccccc2c(-c2ccc(F)cc2)nn1-c1ccc(C(F)(F)F)cc1,i,24,4%,-6,-5,0.091,-0.21,-0.11,0.22,0.8,1357,2%,1.7,2.2,9.7,i,i,-2
COc1cc([N+](=O)[O-])ccc1NC(=O)Cc1ccccc1,i,2,3%,-4,-1,0.044,-0.24,0.46,-0.48,-0.7,1478,3%,3.4,1.2,5.4,i,i,10
Cc1cccc(-n2ncc3c(NCc4ccccn4)ncnc32)c1,i,8,15%,16,7,-0.53,-0.25,-0.99,0.74,-3.1,809,-1%,3.3,2.6,2.7,i,i,-1
CSc1sc(C(=O)NCC2CC2)cc1S(=O)(=O)C(C)C,i,50,4%,.,.,-1.1,-0.18,-0.24,1.5,-0.7,1262,4%,.,.,.,i,.,.
CN(C)C(=O)Nc1cnc2ccccc2c1,i,16,-1%,3,3,-0.026,-0.31,0.32,-0.33,-1.8,976,-2%,4.1,2.0,3.6,i,i,15
Cc1ccc(-c2nc(C)sc2CC(=O)OCC(=O)Nc2c(F)cccc2F)cc1,i,36,14%,-9,-16,1,-0.25,0.39,-1.1,0.9,1030,6%,2.3,2.6,8.6,i,i,0
COC(=O)c1ccccc1NC(=O)NC1CCCCC1,i,27,-2%,.,.,-1.3,-0.045,-0.33,1.4,0.9,1296,3%,.,.,.,i,.,.
COc1cccc(/C=N/NC(=O)c2cccc([N+](=O)[O-])c2)c1OS(=O)(=O)c1ccccc1,i,4,-5%,-7,-8,0.1,-0.23,0.58,0.96,-0.5,1395,-2%,2.8,2.2,9.1,i,i,12
Nc1nnc(-c2ccc(F)cc2)s1,i,34,-8%,-24,-23,-0.35,-0.35,-0.57,1.1,1.0,1366,5%,5.2,2.8,5.7,i,i,-11
Cc1cccc(NC(=O)CSc2nc3c([nH]c4ccccc43)c(=O)n2C)c1,i,34,8%,3,4,-0.28,-0.29,0.25,0.25,4.1,907,9%,1.9,1.5,9.4,i,i,18
Cc1ccc2ncc(NC(=O)c3ccc(F)cc3)c(=O)n2c1,i,62,8%,.,.,-0.8,0.23,-0.15,0.17,.,.,-3%,1.4,1.1,6.4,i,i,-9
Cn1cc(C(=O)NCC2COc3ccccc3O2)c(=O)c2cc(S(=O)(=O)N3CCCCC3)ccc21 (stereo unspecified),i,40,1%,8,5,2.3,-0.087,1.3,-1.7,-3.0,1218,5%,6.0,2.3,1.5,i,i,-1
CN(C)CCCN(C(=O)/C=C/c1cccs1)c1nc2ccc(F)cc2s1,i,46,-5%,86*,84*,-0.32,-0.19,-0.19,0.58,4.2,940,8%,2.4,1.4,6.3,i,i,15
CCc1nc2c(oc3ccccc32)c(=O)[nH]1,i,54,2%,7,-1,0.012,-0.13,-0.11,0.14,1.1,1299,-1%,3.6,1.3,2.8,i,i,-9
Cn1ccnc1SCCNC(=O)CCc1nnc(CCc2ccccc2)o1,i,54,4%,-2,0,-1,-0.34,-0.58,1.2,1.4,1036,-3%,1.3,0.6,4.7,i,i,2
CCOC(=O)c1cc2c(=O)n3ccccc3nc2n(C(C)C)c1=NC(=O)c1ccco1,i,1,-16%,0,8,-1.2,-0.29,-0.2,0.68,4.7,1035,15%,6.1,3.8,4.9,i,i,8
COc1ccc(N/C=C2\C(=O)c3c(sc(C)c3C)N(C)S2(=O)=O)cc1,i,24,-3%,.,.,0.45,-0.24,0.14,0.34,1.5,1291,3%,.,.,.,i,.,.
CC(=O)N(Cc1ccccn1)Cc1ccco1,i,30,-6%,.,.,-0.035,-0.21,-0.081,0.64,0.0,1335,2%,.,.,.,i,.,.
CCOc1ccc(N2C(=O)CC(Sc3nc(-c4cccs4)cc(C(F)(F)F)c3C#N)C2=O)cc1 (stereo unspecified),i,47,20%,-43,1,-0.39,-0.22,-0.8,0.16,.,.,5%,3.3,2.1,5.4,i,i,6
COc1ccc(OC)c(NC(=O)Nc2nnc(N3CCCCC3C)s2)c1 (stereo unspecified),i,19,0%,.,.,-0.29,-0.29,-0.19,0.58,-1.7,1321,12%,.,.,.,i,.,.
O=C1CN2C(=Nc3ccc(Br)cc3C2c2ccccc2)CCN1 (stereo unspecified),i,53,11%,20,6,0.6,-0.33,0.66,-0.036,-4.1,951,3%,3.9,2.0,3.1,i,i,13
COc1ccc2c(c1OC)C(=O)OC2C/C(=N\NC(N)=O)c1ccccc1 (stereo unspecified),i,18,-5%,-16,8,2.4,-0.19,1.3,-2,-1.2,1087,3%,3.0,3.0,6.2,i,i,-3
O=C(NC(=S)Nc1ccccc1N1CCCCC1)c1ccco1,i,48,10%,73*,23*,-0.82,-0.28,-0.39,0.67,-1.2,1151,6%,2.8,2.8,7.1,i,i,-6
Cc1nc2c([nH]c3ccc(Br)cc32)s1,i,30,-3%,26,8,0.96,0.3,1.1,-2.7,-0.1,1010,-1%,5.3,1.3,4.9,i,i,0

Record cards (already shown). Values in the order: T cell HTS | T cell HTS vesicle-bound % | M17LAP inhibition | WT yeast gro inh | WT yeast gro inh mutant strain | Dynein cargo inh | Dynein cargo inh cytoplasmic EGFP | Dynein cargo inh nuclear GR-EGFP | Dynein cargo inh cell count | b-catenin transl | b-catenin transl cell count 5 µM | P. falciparum M1AAP | MT stabilize HCS | MT stabilize HCS Hoechst-high % | MT stabilize HCS cytotoxicity % | Yfh1-off respiration | Autophagy mod | Autophagy mod cell loss 18 h
Results for CCOC(=O)c1cc2c(=O)n3ccccc3nc2n(C(C)C)c1=NC(=O)c1ccco1 = i | 1 | -16% | 0 | 8 | -1.2 | -0.29 | -0.2 | 0.68 | 4.7 | 1035 | 15% | 6.1 | 3.8 | 4.9 | i | i | 8
Results for Cn1cc(C(=O)NCC2COc3ccccc3O2)c(=O)c2cc(S(=O)(=O)N3CCCCC3)ccc21 (stereo unspecified) = i | 40 | 1% | 8 | 5 | 2.3 | -0.087 | 1.3 | -1.7 | -3.0 | 1218 | 5% | 6.0 | 2.3 | 1.5 | i | i | -1

Continuation:
Structure,T cell HTS,T cell HTS vesicle-bound %,M17LAP inhibition,WT yeast gro inh,WT yeast gro inh mutant strain,Dynein cargo inh,Dynein cargo inh cytoplasmic EGFP,Dynein cargo inh nuclear GR-EGFP,Dynein cargo inh cell count,b-catenin transl,b-catenin transl cell count 5 µM,P. falciparum M1AAP,MT stabilize HCS,MT stabilize HCS Hoechst-high %,MT stabilize HCS cytotoxicity %,Yfh1-off respiration,Autophagy mod,Autophagy mod cell loss 18 h
COc1ccc(C(=O)Cc2nnc(C)s2)cc1,i,53,-18%,-2,-16,1.7,0.076,2.1,-1.6,-0.5,522,5%,3.9,3.3,8.8,i,i,-11
CCCc1nc2c(C)cc(C)cc2c(N)c1CC,i,11,1%,9,18,0.017,-0.23,-0.3,0.36,-2.8,1093,5%,2.9,2.1,6.6,i,i,-20
CNCc1cc2ccc(C)cc2[nH]c1=O,i,17,11%,2,13,-0.22,-0.18,0.42,-0.45,-1.9,1138,9%,5.5,2.2,11,i,i,-3
COc1ccc(CN(Cc2ccco2)S(=O)(=O)c2ccc(S(=O)(=O)N3CCCC3)cc2)cc1,i,18,-6%,-3,-8,-0.48,0.49,-0.079,1.5,.,.,2%,1.0,1.0,8.4,i,i,-4
CCOc1ccc(NS(=O)(=O)N(C)C)cc1,i,15,0%,14,2,3.1,-0.00033,1.3,-2.6,-0.8,1019,4%,3.7,1.9,8.0,i,i,3
CC(C)n1cc([C@@H]2C[C@H]3CN(Cc4cccc(Cl)c4)C(=O)[C@]34CCCN24)cn1,i,46,8%,-5,-15,-1.1,-0.18,-0.59,0.64,1.4,1489,-1%,3.1,2.8,3.3,i,i,-9
Cc1ccc(NC2=NCC(=O)N2Cc2cccs2)cc1C,i,59,-4%,9,17,-0.74,-0.31,-0.19,0.76,0.5,1545,8%,2.2,1.0,7.9,i,i,7
